14-3-3 Bad PPI = disrupts binding of bovine 14-3-3 zeta to phospho-Bad peptide; TR-FRET 14-3-3zeta/Dy647-pBad peptide displacement, 1 h; hit rate 0.71% among 220,000; P63103; inhibition, % at 21.7 µM;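 active means inhibition above about 70%, limit read from the data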;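 further: 0% = full 14-3-3 plus peptide FRET controls and 100% = background without 14-3-3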
Target sequence (P63103 whole entry, looked up): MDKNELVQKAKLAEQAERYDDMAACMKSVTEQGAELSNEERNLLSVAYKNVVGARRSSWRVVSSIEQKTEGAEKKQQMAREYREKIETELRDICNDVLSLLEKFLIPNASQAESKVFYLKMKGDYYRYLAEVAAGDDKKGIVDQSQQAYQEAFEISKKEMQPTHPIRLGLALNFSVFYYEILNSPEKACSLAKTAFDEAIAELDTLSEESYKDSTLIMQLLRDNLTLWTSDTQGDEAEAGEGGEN
Cl transport mod = modulates chloride dependent transport by human KCC2. Q9H2X9. hit rate 2.2% among 190,000. AID 1456. KCC2 cells, thallium flux FluoZin-2 fluorescence. B-score of Tl+ flux slope (higher = more flux/activation; lower = inhibition) at 10 µM;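 active means thallium flux slope and its plate-corrected score both differing from the plate sample mean at a set confidence after two filtering rounds, in either direction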;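 further: slope of fluorescence scaled to starting intensity during 10 to 20 s after thallium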
Thrombin inh = blocks human thrombin protease activity; inhibition, % at 5 µM; alpha-thrombin, Boc-VPR-AMC fluorogenic substrate cleavage; hit rate 0.26% among 220,000; P00734;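 active means inhibition at or above 40%; inactive means inhibition below 40%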;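 further: 0% = enzyme with no compound and 100% = wells without enzyme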
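Test system: human alpha-thrombin; medium: pH 7.5 Tris-saline with Tween 20; times: reaction at room temperature; signal: AMC fluorescence at 355 nm excitation and 460 nm emission; also added: Boc-VPR-AMC substrate, 15 µM final; dosing: one concentration per compound, 5 µM, with 0.2% DMSO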
Furin inh = blocks human furin protease activity | P09958 | purified furin, fluorogenic substrate cleavage | inhibition, % at 30 µM | hit rate 0.061% among 220,000 | AID 463115; in the data active means inhibition above about 25%; further: inactives centre near -15
hK5 inh = blocks human kallikrein 5 protease activity; Q9Y337; recombinant hK5, fluorogenic AMC substrate cleavage; inhibition, % at 5 µM; hit rate 0.59% among 210,000; AID 873;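 active means inhibition of 40% or more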;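 further: 0% = enzyme controls without compound and 100% = no-enzyme blanks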
NCF1 inh = inhibitors of human p47phox binding. hit rate 0.53% among 220,000. inhibition, % at 24.7 µM. p47phox/p22phox peptide binding, fluorescence polarization, 2 h. P14598. AID 1274;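 further: 0% = p47phox with labelled peptide and 100% = labelled peptide alone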
Target sequence (P14598 whole entry, looked up): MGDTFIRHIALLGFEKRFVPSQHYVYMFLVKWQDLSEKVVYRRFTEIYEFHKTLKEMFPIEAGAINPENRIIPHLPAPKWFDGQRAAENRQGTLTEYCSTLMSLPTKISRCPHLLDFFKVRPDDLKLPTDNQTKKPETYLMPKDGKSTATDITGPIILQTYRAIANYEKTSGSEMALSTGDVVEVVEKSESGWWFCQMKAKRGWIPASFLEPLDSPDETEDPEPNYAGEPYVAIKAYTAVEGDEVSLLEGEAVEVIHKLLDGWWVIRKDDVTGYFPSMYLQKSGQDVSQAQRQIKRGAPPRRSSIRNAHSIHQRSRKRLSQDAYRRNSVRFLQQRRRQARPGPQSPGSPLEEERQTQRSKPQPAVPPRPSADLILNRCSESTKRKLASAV
eIF4E-4G inh = eIF4E/eIF4G interaction inhibition in translation initiation | inhibition, % at 21.7 µM | AID 782 | P63073+Q04637 | TR-FRET eIF4E-eIF4GI(517-606) binding, 2 h | hit rate 0.37% among 220,000;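 further: 0% = full FRET control wells and 100% = background wells lacking eIF4GI fragment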
Rad51 HR inh = blocks human Rad51 in homologous recombination. hRad51 DNA strand exchange, fluorescence dequenching. inhibition, % at 10 µM. hit rate 0.085% among 200,000;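 active means inhibition above 40% at the single screening dose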;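 further: 0% = DMSO control wells and 100% = blanks with heterologous ssDNA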
Target sequence (Q06609 whole entry, looked up): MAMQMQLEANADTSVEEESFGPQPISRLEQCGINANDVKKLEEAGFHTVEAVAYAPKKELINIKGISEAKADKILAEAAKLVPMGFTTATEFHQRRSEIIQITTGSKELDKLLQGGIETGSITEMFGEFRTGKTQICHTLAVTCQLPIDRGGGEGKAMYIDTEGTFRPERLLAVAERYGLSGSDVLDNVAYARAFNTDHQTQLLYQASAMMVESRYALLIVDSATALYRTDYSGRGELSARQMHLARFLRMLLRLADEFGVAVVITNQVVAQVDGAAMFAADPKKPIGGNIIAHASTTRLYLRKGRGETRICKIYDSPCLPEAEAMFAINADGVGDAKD
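System: hRad51 filaments on single-stranded DNA; reagent: Fluorescein- and BHQ1-tagged 47-mer duplex; compound dosing: one concentration, 10 µM final; timing: filaments 15 min 37 °C, then compound 30 min; measured by: fluorescein emission 520 nm, excitation 485 nm; benchmarks: per-plate controls and blanks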
EBV gp42 inh = blocks Epstein-Barr virus glycoprotein 42 binding. Fluorescence polarization binding assay, mP read-out. inhibition, % (tested at 21.74 µM). hit rate 0.42% among 220,000; in the data active means inhibition above about 50%
Starred values were filed as active, the others as inactive; [ ] = dose if it differs, or a comment.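 How the source made its calls, unless noted: active means inhibition above about 30% (limit read from the data); inactive means the rest.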

Screening CCn1c(=O)c(-[n+]2ccccc2)c(O)c2ccccc21 returned 14-3-3 Bad PPI 72*, Thrombin inh -3, Furin inh -24, hK5 inh -3, NCF1 inh -1, eIF4E-4G inh 3, Rad51 HR inh -5 and EBV gp42 inh -13.
For CCC(=O)NC(Cc1ccccc1)c1ccc2c(c1)OCCCO2 (centres undefined) the results were 14-3-3 Bad PPI 3, Cl transport mod -0.026, Thrombin inh -5, Furin inh -8, hK5 inh -8, NCF1 inh -3, eIF4E-4G inh 2, Rad51 HR inh 17 and EBV gp42 inh -4.
O=c1[nH]c2cc3c(cc2cc1CN(CCc1ccccc1)Cc1nnnn1CC1CCCO1)OCO3 (centres undefined) was read as 14-3-3 Bad PPI 1[fluorescence artefact?], Thrombin inh 0, Furin inh -22[20 µM], hK5 inh -43, NCF1 inh -1, eIF4E-4G inh 8[fluorescence artefact?] and EBV gp42 inh -13.
CCc1ccc2[nH]c(=O)c(CN(CCN3CCOCC3)C(=O)Nc3ccccc3F)cc2c1 was read as 14-3-3 Bad PPI 6, Cl transport mod -0.36, Thrombin inh -1, Furin inh -13, hK5 inh 6, NCF1 inh -4, eIF4E-4G inh -8, Rad51 HR inh -8 and EBV gp42 inh -10.
For CCN(CC(=O)NC(C)C)C(=O)C(CCSC)NC(=O)c1cccc(C)c1 (centres undefined) the results were 14-3-3 Bad PPI 3[fluorescence artefact?], Cl transport mod -0.017, Thrombin inh -3, Furin inh -14[20 µM], hK5 inh 12, NCF1 inh 3, eIF4E-4G inh -2, Rad51 HR inh -7 and EBV gp42 inh -6.
`CCCC(=O)C1=C(O)C(C(=O)OC)C(C)(C)CC1=Nc1cccc2ccccc12` (centres undefined) gave 14-3-3 Bad PPI -2, Cl transport mod -1.9, Thrombin inh 1, Furin inh -11[20 µM], hK5 inh -8, NCF1 inh -1, eIF4E-4G inh -3, Rad51 HR inh 5 and EBV gp42 inh 1.
Screening C/C(=N/NC(=O)C(=O)N/N=C(/C)c1ccccc1)c1ccccc1 returned 14-3-3 Bad PPI 22, Thrombin inh -2, Furin inh -31, hK5 inh -7, NCF1 inh -8, eIF4E-4G inh 0, Rad51 HR inh 8 and EBV gp42 inh 1.
For CC(=O)Nc1sc2c(c1C#N)CC(C)(C)NC2(C)C the results were 14-3-3 Bad PPI -7, Cl transport mod -0.024, Thrombin inh 1, Furin inh -16, hK5 inh -23, NCF1 inh 0, eIF4E-4G inh 3, Rad51 HR inh -3 and EBV gp42 inh 1.
For CN(C)S(=O)(=O)c1cccc(NC(=O)/C=C/c2ccccc2[N+](=O)[O-])c1 the results were 14-3-3 Bad PPI -2, Cl transport mod -0.29, Thrombin inh -12, Furin inh -18, hK5 inh 6, NCF1 inh -5, eIF4E-4G inh 3, Rad51 HR inh -14 and EBV gp42 inh 8.
`CCCc1cc(=O)[nH]c(SCC(=O)N(CC(C)C)C2CCS(=O)(=O)C2)n1` (centres undefined) gave 14-3-3 Bad PPI -2, Thrombin inh 5, Furin inh -32, hK5 inh -5, NCF1 inh 21, eIF4E-4G inh 2, Rad51 HR inh 5 and EBV gp42 inh -7.
Screening Cc1cccc(N2CCN(C(=O)Cc3ccc(Br)cc3)CC2)c1C returned 14-3-3 Bad PPI -3, Cl transport mod -0.64, Thrombin inh -4, Furin inh -9[20 µM], hK5 inh 1, NCF1 inh -24, eIF4E-4G inh -3, Rad51 HR inh -4 and EBV gp42 inh -12.
For CCCS(=O)(=O)N1CCN(C(=O)COc2ccc(-c3ccccc3)cc2)CC1 the results were 14-3-3 Bad PPI 8, Cl transport mod -0.8, Thrombin inh 0, Furin inh -9, hK5 inh -28, NCF1 inh -5, eIF4E-4G inh 2, Rad51 HR inh 7 and EBV gp42 inh 12.

The list goes on; it opens with the two that closed the last part.
Screening Cc1cccc(N2CCN(C(=O)Cc3ccc(Br)cc3)CC2)c1C returned 14-3-3 Bad PPI -3, Cl transport mod -0.64, Thrombin inh -4, Furin inh -9[20 µM], hK5 inh 1, NCF1 inh -24, eIF4E-4G inh -3, Rad51 HR inh -4 and EBV gp42 inh -12.
For CCCS(=O)(=O)N1CCN(C(=O)COc2ccc(-c3ccccc3)cc2)CC1 the results were 14-3-3 Bad PPI 8, Cl transport mod -0.8, Thrombin inh 0, Furin inh -9, hK5 inh -28, NCF1 inh -5, eIF4E-4G inh 2, Rad51 HR inh 7 and EBV gp42 inh 12.
Cc1ccc(NS(=O)(=O)c2ccc(NS(=O)(=O)c3cccs3)cc2)cc1 was read as 14-3-3 Bad PPI 2, Thrombin inh -2, Furin inh -26[20 µM], hK5 inh -6, NCF1 inh 1, eIF4E-4G inh 1, Rad51 HR inh -6 and EBV gp42 inh 9.
CC(=O)OCN(C#N)c1nc(N(C)C)nc(N(C)C)n1 was read as 14-3-3 Bad PPI 12, Cl transport mod 0.92, Thrombin inh -12, Furin inh -24, hK5 inh -22, NCF1 inh -7, eIF4E-4G inh -2, Rad51 HR inh 5 and EBV gp42 inh -20.
For O=S(=O)(N/N=C/c1ccc2c(c1)OCCO2)c1ccc(Cl)cc1 the results were 14-3-3 Bad PPI -12, Cl transport mod -0.23, Thrombin inh 3, Furin inh -18[20 µM], hK5 inh 1, NCF1 inh -14, eIF4E-4G inh 8, Rad51 HR inh 5 and EBV gp42 inh 3.
`Cc1ccc(-n2nnc(-c3cccnc3Cl)n2)cc1` gave 14-3-3 Bad PPI -3, Cl transport mod 0.52, Thrombin inh -1, Furin inh -28, hK5 inh -1, NCF1 inh 1, eIF4E-4G inh -1, Rad51 HR inh 10 and EBV gp42 inh 0.
`COc1cc(C(C#N)N2CCCCC2)ccc1O` (centres undefined) gave 14-3-3 Bad PPI -21, Thrombin inh 3, Furin inh -25, hK5 inh 0, NCF1 inh -3, eIF4E-4G inh -3, Rad51 HR inh 12 and EBV gp42 inh -19.
Screening O=C(CN1C(=O)NC2NC(=O)NC21)NN=C1CCCC1 (centres undefined) returned 14-3-3 Bad PPI 0, Cl transport mod -0.23, Thrombin inh -5, Furin inh -28, hK5 inh -29, NCF1 inh -12, eIF4E-4G inh 0[fluorescence artefact?] and EBV gp42 inh -6.
Screening Cc1ccccc1OCC(=O)Nc1ccccc1CO returned 14-3-3 Bad PPI -16[fluorescence artefact?], Cl transport mod 0.11, Thrombin inh 5, Furin inh -16, hK5 inh -25, NCF1 inh 0, eIF4E-4G inh 6[fluorescence artefact?], Rad51 HR inh 18 and EBV gp42 inh -11.
Screening O=C(Cc1ccccc1)Nc1ccc(NC(=O)c2ccco2)nc1 returned 14-3-3 Bad PPI -6[fluorescence artefact?], Thrombin inh -2, Furin inh -16, hK5 inh -8, NCF1 inh -8, eIF4E-4G inh -11, Rad51 HR inh -10 and EBV gp42 inh -20.
`Cc1ccc(Oc2ncccc2C(=O)NCC(=O)O)cc1` gave 14-3-3 Bad PPI -18, Thrombin inh -7, Furin inh -17, hK5 inh -2, NCF1 inh 2, eIF4E-4G inh 4, Rad51 HR inh 11 and EBV gp42 inh -8.
CC1(C)c2ssc(=S)c2-c2ccccc2N1C(=O)c1ccco1 was read as 14-3-3 Bad PPI 7, Thrombin inh -1, Furin inh -13, hK5 inh 5, NCF1 inh 4, eIF4E-4G inh -2, Rad51 HR inh -6 and EBV gp42 inh 5.
CC(C)CN(C(=O)COC(=O)c1ccc(-c2ccccc2)cc1)C1CCS(=O)(=O)C1 (centres undefined) was read as 14-3-3 Bad PPI -3, Thrombin inh 10, Furin inh -17, hK5 inh 17, NCF1 inh -2, eIF4E-4G inh -4, Rad51 HR inh 8 and EBV gp42 inh -10.
`O=C(CSc1nc2ccccc2[nH]1)Nc1ccc(F)c(F)c1` gave 14-3-3 Bad PPI 19, Cl transport mod -1.8, Thrombin inh -3, Furin inh 1[20 µM], hK5 inh -19, NCF1 inh -10, eIF4E-4G inh 0, Rad51 HR inh -1 and EBV gp42 inh -10.
Screening CCCCc1nnc(NC(=O)CSc2nc(=O)cc(N)n2-c2cccc(C)c2)s1 returned 14-3-3 Bad PPI 8, Cl transport mod -1, Thrombin inh 4, Furin inh -17[20 µM], hK5 inh 5, NCF1 inh 21, eIF4E-4G inh -11[fluorescence artefact?], Rad51 HR inh 11 and EBV gp42 inh -21.
Screening Cc1ccc(S(=O)(=O)/N=C(\N)Nc2nc(C)c3ccccc3n2)cc1 returned 14-3-3 Bad PPI -4, Cl transport mod 0.11, Thrombin inh -6, Furin inh -13, hK5 inh -14, NCF1 inh -5, eIF4E-4G inh 6, Rad51 HR inh -2 and EBV gp42 inh 11.
For O=[N+]([O-])c1ccc(Sc2nnnn2-c2ccccc2)c(Cl)c1 the results were 14-3-3 Bad PPI 16, Thrombin inh 5, Furin inh 8[20 µM], hK5 inh -13, NCF1 inh -4, eIF4E-4G inh 4, Rad51 HR inh -2 and EBV gp42 inh -22.
Screening CCCn1nc(C(=O)Nc2nc3ccccc3[nH]2)c2ccccc2c1=O returned 14-3-3 Bad PPI 36, Cl transport mod -0.79, Thrombin inh 23, Furin inh -1, hK5 inh 13, NCF1 inh -9, eIF4E-4G inh 2, Rad51 HR inh -18 and EBV gp42 inh -4.
For c1ccc(-c2cc3c(N4CCN(c5ncccn5)CC4)ncnc3s2)cc1 the results were 14-3-3 Bad PPI -21, Cl transport mod 0.13, Thrombin inh -10, Furin inh -19, hK5 inh -4, NCF1 inh -17, eIF4E-4G inh 7, Rad51 HR inh -2 and EBV gp42 inh -15.
O=C(NCc1ccccn1)[C@@H]1C[C@H]1[C@@H](NP(=O)(c1ccccc1)c1ccccc1)c1ccccc1 was read as 14-3-3 Bad PPI 3, Cl transport mod -0.38, Thrombin inh -2, Furin inh -15, hK5 inh -11, NCF1 inh 3, eIF4E-4G inh 0, Rad51 HR inh 2 and EBV gp42 inh 2.
`COc1ccc(N2CCN(C(c3cc4cc(C)ccc4[nH]c3=O)c3nnnn3Cc3ccccc3)CC2)cc1` (centres undefined) gave 14-3-3 Bad PPI -1, Cl transport mod 0.042, Thrombin inh 5, Furin inh -12[20 µM], hK5 inh -13, NCF1 inh -37, eIF4E-4G inh -5[fluorescence artefact?], Rad51 HR inh 10 and EBV gp42 inh -4.
For Cc1cc2cc(CN(C(=O)C3CC3)C3CCCC3)c3nnnn3c2cc1C the results were 14-3-3 Bad PPI -4, Cl transport mod -1.9, Thrombin inh -7, Furin inh -9, hK5 inh -19, NCF1 inh -2, eIF4E-4G inh -4, Rad51 HR inh -2 and EBV gp42 inh 4.
O=C(O)c1ccc(OC(F)(F)C(F)C(F)(F)F)cc1 (centres undefined) was read as 14-3-3 Bad PPI 4, Cl transport mod 0.36, Thrombin inh -20, Furin inh -25, hK5 inh 3, NCF1 inh -3, eIF4E-4G inh 4, Rad51 HR inh -2 and EBV gp42 inh -13.
Screening Cc1ccnc(SCC(=O)Nc2sc3c(c2C#N)CCCC3)n1 returned 14-3-3 Bad PPI -1, Thrombin inh 1, Furin inh -13, hK5 inh -8, NCF1 inh -9, eIF4E-4G inh -3, Rad51 HR inh -4 and EBV gp42 inh -8.
CCOC(=O)CSc1nc(C)c2cc(OC)ccc2n1 was read as 14-3-3 Bad PPI 4, Cl transport mod -0.015, Thrombin inh -3, Furin inh -28[20 µM], hK5 inh -8, NCF1 inh -12, eIF4E-4G inh 0, Rad51 HR inh 10 and EBV gp42 inh -11.
`O=c1oc2ccccc2c(Cl)c1CN1CCCCC1` gave 14-3-3 Bad PPI 8, Cl transport mod -1, Thrombin inh -1, Furin inh -9, hK5 inh 2, NCF1 inh 4, eIF4E-4G inh 10, Rad51 HR inh -9 and EBV gp42 inh -5.
CCCCOc1ccc(/C(O)=C2/C(=O)C(=O)N(CCCOC)C2c2ccncc2)cc1C (centres undefined) was read as 14-3-3 Bad PPI 28[fluorescence artefact?], Cl transport mod -0.26, Thrombin inh 7, Furin inh -11, hK5 inh 5, NCF1 inh 2, eIF4E-4G inh 6, Rad51 HR inh -8 and EBV gp42 inh -30.

Screening data (PubChem BioAssay)
